Assay outcomes (PubChem)
CTSL1 counter – blocks F. hepatica cathepsin L1 in PFM18AAP counter-screen | recombinant F. hepatica cathepsin L1, Z-Leu-Arg-MCA fluorescence | inhibition, % at 5.96 µM | actives 0.49% (n = 300,000);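 active means inhibition above the mean of all tested compounds plus 3 SD, set per screening campaign, cut at about 17% in these data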;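 further: 0% = plate median of test compound wells and 100% = 1 µM Z-Phe-Ala-diazomethylketone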
JMJD2C inh – human JMJD2C demethylase inhibition; inhibition, % at 2.35 µM; GST-JMJD2C(1-420) H3K9me3 demethylation, DELFIA europium; actives 0.069% (n = 330,000);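 active means more than half of a compound's replicate wells show inhibition beyond 50%, single wells judged on their own value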;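 further: signal counts dimethyl H3K9 product captured on neutravidin plate; 0% = median of DMSO wells and 100% = 0.3 times that DMSO median; strong numbers were not always called active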
TPT1 inh – C. albicans TPT1 enzyme inhibition | recombinant caTPT1, FP RNA substrate dephosphorylation | actives 0.81% (n = 300,000) | inhibition, % at 5 µM;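 active means inhibition above the mean of all tested compounds plus 3 SD, set per screening campaign, cut at about 24% in these data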;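 further: plate controls were DMSO alone for no effect and ferristatin control at 100 nM for full effect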
CR mimetic SO – caloric restriction mimetics inhibiting age-related superoxide in yeast | actives 0.18% (n = 330,000) | superoxide response (% of plate mean), % at 10 µM | S. cerevisiae aged cells, superoxide DHE fluorescence; active compounds read low;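 active means superoxide response under a set limit, about three screen SD below normal, cut at about 65% in these data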;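 further: yeast aged for seven days with compound at 30 °C before DHE staining; 100% = average MFI of all compound-treated wells on the plate with controls excluded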
PP5 inh – PP5 (human) phosphatase inhibition. inhibition, % at 6.7 µM. actives 0.18% (n = 320,000). purified PP5c, OMFP substrate fluorescence. P53041;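 active means inhibition above the campaign's mean inhibition across all tested compounds plus 3 SD, cut at about 9.5% in these data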;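 further: 0% = DMSO only and 100% = 100 µM cantharidin control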
EBNA-1 inh – blocks EBNA-1 binding to DNA. actives 0.34% (n = 300,000). EBNA-1 DNA binding, fluorescence polarization. AID 1950. inhibition, % at 14.8 µM; in the data active means inhibition above about 28%
PP1 inh – PP1-alpha (human) inhibition in PP5 counter-screen. purified PP1alpha, OMFP fluorescence. inhibition, % at 6.7 µM. actives 0.9% (n = 320,000). AID 2235;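 active means inhibition above the mean inhibition of all tested compounds plus 3 SD, computed separately for each screening campaign, cut at about 15% in these data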
Target sequence (P62136 whole entry, looked up): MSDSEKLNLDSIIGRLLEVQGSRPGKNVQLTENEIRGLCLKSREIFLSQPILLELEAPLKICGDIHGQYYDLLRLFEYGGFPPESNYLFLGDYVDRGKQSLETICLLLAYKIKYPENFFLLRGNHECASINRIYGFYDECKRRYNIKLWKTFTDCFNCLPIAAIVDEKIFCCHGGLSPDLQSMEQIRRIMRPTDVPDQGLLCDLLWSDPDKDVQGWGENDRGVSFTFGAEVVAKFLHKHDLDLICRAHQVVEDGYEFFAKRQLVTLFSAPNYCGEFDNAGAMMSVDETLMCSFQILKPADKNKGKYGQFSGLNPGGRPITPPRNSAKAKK
ZTA counter – counter-screen for EBNA-1 inhibitors: inhibitors of Epstein-Barr virus ZTA; P03206; ZTA-DNA binding, fluorescence polarization; inhibition, % at 11 µM; actives 0.15% (n = 320,000); AID 2234; in the data active means inhibition above about 33%
Target sequence (P03206 whole entry, looked up): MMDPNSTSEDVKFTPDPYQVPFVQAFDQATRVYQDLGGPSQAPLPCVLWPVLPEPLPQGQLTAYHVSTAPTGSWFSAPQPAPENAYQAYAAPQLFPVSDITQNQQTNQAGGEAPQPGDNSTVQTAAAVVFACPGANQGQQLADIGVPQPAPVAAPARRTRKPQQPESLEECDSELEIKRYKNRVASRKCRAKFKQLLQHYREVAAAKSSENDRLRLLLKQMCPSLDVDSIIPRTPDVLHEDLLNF
HCV core dimer – blocks dimerization of HCV core protein | TR-FRET GST/Flag-core106 dimerization, 1536-well | AID 1899 | actives 0.33% (n = 300,000) | inhibition, % at 5 µM;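 active means inhibition above the mean of all tested compounds plus 3 SD, set per screening campaign, cut at about 45% in these data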
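test system = GST/Flag-tagged HCV core106 proteins | probe or stimulus = Eu donor and XL665 acceptor anti-tag antibodies | times = compound-protein-antibody incubation 4 h at 22.5 °C | signal = TR-FRET, excitation 340 nm, emission 617 and 671 nm | measure = percent inhibition of core106 dimerization signal | controls = wells lacking GST-core106 and wells with excess unlabelled core106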
The depositor's hits bear a star; i = inactive; · = not tested or not shown.

Results follow in this order: CTSL1 counter	JMJD2C inh	TPT1 inh	CR mimetic SO	PP5 inh	EBNA-1 inh	PP1 inh	ZTA counter	HCV core dimer
1) Cc1cc(C)nc(SCc2nnc(SCC(=O)N3CCCc4ccccc43)o2)n1
  -3.9	-6.3	1.2	99.8	1.2	7.5	-2.5	5.0	3.5
2) Cn1cc(C(=O)c2cccc(Cl)c2)cc1/C=N\O
  -2.2	-1.6	-1.2	101.9	2.0	0.0	-2.7	-6.0	-1.7
3) COc1ccccc1S(=O)(=O)Cc1ccc(C(=O)NCC(OC)OC)o1
  5.0	·	-1.8	95.4	-1.3	6.9	0.2	7.3	8.0
4) O=C(CCN1CCOCC1)NNC(=S)NC(=O)c1ccc(Br)cc1
  2.4	-20.8	-2.9	107.3	-1.6	0.4	-1.5	-5.6	-5.1
5) CCCOC(=O)c1c(NC(=O)/C=C/c2cnn(C)c2C)sc(C(=O)OCC)c1C
  -1.9	-12.9	1.4	122.8	-1.5	-3.2	1.7	-13.5	8.0
6) O=C(C1CCC(CNS(=O)(=O)c2cccs2)CC1)N1CCN(c2ccc(F)cc2)CC1 (centres undefined)
  0.4	-4.3	1.6	107.7	-0.6	-2.6	4.9	9.0	5.7
7) Cn1c(=O)c2c(C(=O)O)cc(-c3ccccc3)nc2n(Cc2ccccc2)c1=O
  -0.7	2.9	-7.9	123.3	0.8	-8.6	2.0	11.1	9.7
8) Cc1ccc(CSc2nnc(NC(=O)C3COc4ccccc4O3)s2)cc1 (centres undefined)
  2.8	-0.8	-2.1	91.6	-1.0	7.7	0.1	26.4	20.6
9) Cc1ccc2[nH]c(=O)c3cc(C(=O)N(C)c4ccccc4C)sc3c2c1
  2.6	-0.1	-0.5	89.2	-1.1	-4.6	-0.8	-0.1	12.9
10) CC(=O)Nc1cccc(NC(=O)C(C)N2c3cccc4cccc(c34)S2(=O)=O)c1 (centres undefined)
  -0.4	11.0	-1.3	101.0	3.3	-11.5	1.3	-11.1	3.7
11) O=C(COc1cccc(NC(=O)c2ccccc2)c1)c1ccc(F)cc1
  -2.3	6.1	2.9	103.8	3.7	3.4	0.5	1.9	-0.2
12) CCOC(=O)Cc1c(C)nc2cc(C)nn2c1C
  -1.1	4.3	-1.5	105.7	1.4	-0.9	0.1	-5.2	-5.6
13) O=C(NCc1ccco1)C12CN(Cc3ccccc3)CC1C(c1cccc([N+](=O)[O-])c1)=NO2 (centres undefined)
  0.7	-3.1	0.2	101.2	1.8	-1.7	1.2	-3.6	12.1
14) CCOc1ccccc1NC(=O)CNC(=O)Cc1ccccc1
  2.3	16.4	-2.5	86.9	0.2	2.1	-2.3	-14.6	-2.3
15) CCOC(=O)N/N=C(\C)c1ccc(OC(F)F)cc1OC(F)F
  2.0	2.5	0.7	101.9	0.9	8.6	-4.6	13.2	2.5
16) O=C(Nc1ccc(S(=O)(=O)N2CCOCC2)cc1)c1c(F)cccc1F
  -7.4	-14.6	-1.4	97.1	-0.9	-18.2	-3.1	6.3	-15.0
17) O=C(NCCC1=CCCCC1)c1ccc(CN2CCOCC2)cc1
  0.8	10.0	-2.9	106.0	3.4	-12.4	-0.7	-0.5	1.1
18) O=C(N/N=C/c1ccc(Br)s1)Nc1ccccc1
  2.1	-10.6	-3.0	92.8	2.3	7.9	3.3	-14.1	-6.5
19) Nc1nnc(CC(=O)N2CCCCC2)s1
  0.1	-2.8	0.6	104.2	2.0	-28.0	-2.1	5.4	3.9
20) Cc1nc2ncnn2c(N2CCN(C(=O)c3cccc(F)c3)CC2)c1C
  -2.6	6.0	-1.9	88.5	0.8	3.5	0.9	-1.2	-4.9
21) COc1ccc(S(=O)(=O)N2CCCC(C(=O)NCc3ccncc3)C2)cc1Cl (centres undefined)
  7.9	7.5	-1.0	109.5	-1.3	-7.3	-4.4	1.0	7.0
22) O=C(Cc1ccccc1)c1c[nH]c(C(=O)C(Cl)(Cl)Cl)c1
  1.8	·	-5.3	103.0	-1.1	-8.5	1.6	-16.1	-2.7
23) N#Cc1c2n(c(=S)n(-c3ccccc3[N+](=O)[O-])c1=O)CCCCC2
  3.4	-3.0	0.5	117.0	0.5	-8.5	-6.2	-11.5	-1.6
24) O=C(O)CCCC(=O)Nc1ccccc1C(=O)O
  -1.4	5.5	-4.2	94.5	1.7	-1.4	-0.1	-33.2	0.9
25) O=C(CNc1cc(S(=O)(=O)N2CCCC2)ccc1OCC(F)(F)F)Nc1cc(Cl)cc(Cl)c1
  8.5	-7.5	-4.0	96.2	1.0	2.2	-2.4	-2.4	1.0
26) COC(=O)C1CN(C(=O)c2cccc(OC(F)F)c2)c2ccccc2O1 (centres undefined)
  1.2	-13.1	-2.2	103.6	3.0	3.6	6.7	0.2	-9.2
27) CCC1=Nc2cc(C(=O)NCc3cccnc3)ccc2Sc2ccc(C)cc21
  -2.2	7.2	3.1	102.6	0.2	-6.8	3.7	-7.6	3.1
28) Cn1cc(CN2CCC(n3nccc3NC(=O)Cc3ccccc3)CC2)cn1
  0.6	-3.1	-2.1	85.1	-0.1	6.8	-1.9	-6.0	-15.6
29) COc1ccc(S(=O)(=O)Nc2ccc(-c3ccc4nnc(C)n4n3)cc2)c(OC)c1
  ·	3.9	·	99.5	2.3	·	1.7	-14.3	·
30) Cc1cccc(NC(=O)C2NC(=O)CC2c2ccccc2)c1C (centres undefined)
  1.3	2.1	-5.4	103.6	1.1	-8.7	-3.6	-6.2	-4.0

(list continues)
entry	compound	CTSL1 counter	JMJD2C inh	TPT1 inh	CR mimetic SO	PP5 inh	EBNA-1 inh	PP1 inh	ZTA counter	HCV core dimer
31	C/C(Cl)=C/CN1C(=O)C2C3C=CC(C3)C2C1=O (centres undefined)	1.8	0.3	1.3	i	2.1	-2.6	-2.7	14.4	-2.2
32	Cn1c(-c2cccc3ccccc23)n[nH]c1=S	10.1	0.5	-2.0	98.7	2.6	-9.0	-6.1	-16.0	-19.9
33	O=c1c(Cl)c(N2CCC3(CC2)OCCO3)cnn1C12CC3CC(CC(C3)C1)C2	0.1	4.7	-3.6	97.7	-1.7	-7.5	-4.7	-4.8	5.9
34	O=C(Cn1cc2c(n1)CCCCC2)N1CCc2ccccc21	-7.9	-25.8	0.0	103.0	4.7	-4.8	-12.8	-1.2	6.0
35	COc1cc(NC2c3ccccc3C(=O)N2Cc2ccc3c(c2)OCO3)cc(OC)c1 (centres undefined)	-4.3	-2.9	0.8	120.4	-0.3	-15.2	0.5	-10.2	7.1
36	COC(=O)/C=C1/N/C(=N\c2nc(C)cc(C)n2)N(c2ccc(Cl)cc2)C1=O	-0.1	-8.2	2.1	101.2	-1.0	-2.8	-1.3	15.3	2.2
37	COc1ccc(/C(N)=N/OC(=O)C2CCC(=O)N2S(=O)(=O)c2ccc(C)cc2)cc1OC (centres undefined)	-0.3	·	-3.3	93.0	1.5	6.5	0.5	9.0	-3.0
38	COc1ccccc1CC(NC(C)=O)C(=O)NC1CCN(C(=O)Nc2ccccc2F)CC1 (centres undefined)	-2.0	-8.4	2.5	87.8	-2.0	-0.1	-4.9	18.2	0.2
39	COc1ccc(NC(=O)C2CCCN(S(=O)(=O)c3cccnc3)C2)cc1OC (centres undefined)	1.2	-0.9	-2.9	98.5	-1.3	12.5	-3.5	16.5	-5.3
40	Cn1cc([N+](=O)[O-])c(C(=O)NCc2ccco2)n1	0.8	1.4	-4.0	101.1	1.4	3.1	-0.5	4.8	-0.4

Following part:
entry	compound	CTSL1 counter	JMJD2C inh	TPT1 inh	CR mimetic SO	PP5 inh	EBNA-1 inh	PP1 inh	ZTA counter	HCV core dimer
41	CCCCn1c(S(=O)(=O)O)nc2ccccc21	-3.1	-1.3	-2.6	108.3	2.2	3.0	1.1	-5.2	4.0
42	Cc1cc(C)cc(-n2ccnc2SCC(=O)Nc2nccs2)c1	0.1	-15.9	-1.2	100.9	1.0	10.6	3.4	-3.5	-2.6
43	Cc1nn(C)c(N)c1C(O)(c1nccn1C)C(F)(F)F (centres undefined)	3.1	80.6*	-7.8	98.9	1.8	-3.9	1.6	-22.4	-2.7
44	Cc1ccc(C)c(-c2csc(NC(=O)C3=COCCO3)n2)c1	4.1	3.7	-0.3	99.3	1.1	1.0	-3.0	-7.5	-4.9
45	O=C(CSc1nnc(-c2ccc(F)cc2)o1)N1CCCC1	0.8	2.3	2.0	91.9	2.5	-14.6	-2.2	-0.8	-4.5
46	Cc1ccc(S(=O)(=O)Cn2nnnc2C(c2ccccc2)N2CCN(c3ccccc3)CC2)cc1 (centres undefined)	-0.5	7.9	-5.6	98.3	3.9	-7.5	-1.8	0.5	35.2
47	CCN1C(=O)/C(=C\N2CCOCC2)SC1=S	1.2	-1.5	9.2	98.1	-1.6	2.4	-3.6	8.7	-4.3
48	CNC(=O)CC1C(=O)N(c2ccc(Cl)cc2)C(=S)N1CCc1ccc(OC)c(OC)c1 (centres undefined)	-0.7	-2.9	3.6	93.5	0.3	2.8	-3.5	15.6	-0.6
49	CC(C)c1ccc(S(=O)(=O)c2cc3cc(Br)ccc3oc2=O)cc1	3.9	-1.9	-2.2	95.4	-1.7	3.1	-0.9	6.5	27.9

Reformatted in transposed form: entries from further up.
46. Cc1ccc(S(=O)(=O)Cn2nnnc2C(c2ccccc2)N2CCN(c3ccccc3)CC2)cc1 (centres undefined)
41. CCCCn1c(S(=O)(=O)O)nc2ccccc21

assay / entry	46	41
CTSL1 counter	-0.5	-3.1
JMJD2C inh	7.9	-1.3
TPT1 inh	-5.6	-2.6
CR mimetic SO	98.3	108.3
PP5 inh	3.9	2.2
EBNA-1 inh	-7.5	3.0
PP1 inh	-1.8	1.1
ZTA counter	0.5	-5.2
HCV core dimer	35.2	4.0

In another format: entries from further up.
[46] Cc1ccc(S(=O)(=O)Cn2nnnc2C(c2ccccc2)N2CCN(c3ccccc3)CC2)cc1 (centres undefined)
[47] CCN1C(=O)/C(=C\N2CCOCC2)SC1=S

| Screen / compound no. | 46 | 47 |
| --- | --- | --- |
| CTSL1 counter | -0.5 | 1.2 |
| JMJD2C inh | 7.9 | -1.5 |
| TPT1 inh | -5.6 | 9.2 |
| CR mimetic SO | 98.3 | 98.1 |
| PP5 inh | 3.9 | -1.6 |
| EBNA-1 inh | -7.5 | 2.4 |
| PP1 inh | -1.8 | -3.6 |
| ZTA counter | 0.5 | 8.7 |
| HCV core dimer | 35.2 | -4.3 |
